mHTT CaM bind: mHTT-calmodulin interaction abrogation; P42858; AlphaScreen His-mHTT/GST-CaM binding, luminescence; inhibition, % at 15 µM; 190,000 compounds, 3.6% hits;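 further: 0% = both proteins with DMSO and 100% = one protein alone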
Pf apPOL block: Pf-apPOL DNA polymerase inhibition; Recombinant Pf-apPOL, molecular beacon fluorescence, 1.5 h; inhibition, % at 10 µM; 210,000 compounds, 0.25% hits; AID 1794808
The depositor's hits bear a star; · = no result given; & = joins results of further samples. No stated cut-off is given here; in the data, active means inhibition above about 50%; inactive means the rest. The list is partial, so the mix of outcomes need not match the whole.

no.	compound	mHTT CaM bind	Pf apPOL block
1	CCN(Cc1ccccc1)C(=O)c1c(C)cc(=O)oc1C	45	-7
2	COC(=O)C1=C(C)NC(C)=C([N+](=O)[O-])C1c1ccccc1C(F)(F)F (configuration not stated)	·	6
3	COCCn1c(SCC(=O)c2ccc(Cl)cc2)nc2c(c1=O)SC(C)C2 (configuration not stated)	28	0
4	CC(C)(C)OC(=O)Cn1cnc2c(-c3ccc(F)cc3)csc2c1=O	-4	0
5	CC(=O)N(CN1C(=O)c2ccc(Br)cc2C1=O)c1ccc(Oc2ccccc2)cc1	8	2
6	CC1=NN(c2ccccc2)C(=O)/C1=C/c1ccc(-c2ccc([N+](=O)[O-])cc2C)o1	1	-9
7	O=C(Nc1cccc(I)c1)c1ccccc1[N+](=O)[O-]	6	-3
8	O=C(O)C1CC=CCC1C(=O)N1CCC(Cc2ccccc2)CC1 (configuration not stated)	-1	1
9	COc1cc(C=O)ccc1OCCCOc1ccc(Cl)c(C)c1	-19	-6
10	O=C(NC1CC1)c1ccc(CS(=O)(=O)Cc2ccccc2Cl)o1	-5	-14
11	CC(N)(Cc1ccc(O)c(O)c1)C(=O)O (configuration not stated)	·	-1
12	O=C(CC1NC(=O)NC1=O)Nc1ccc(F)cc1 (configuration not stated)	-8	0
13	CCOc1ccc(/C=C2\N=C(c3cccc(I)c3)OC2=O)cc1	1	3
14	Nc1cc(S(=O)(=O)N2CCCCCC2)ccc1Cl	-20	3
15	CC1(C)C2CCC1(C)C(OCCN(CCNC(=O)Nc1ccccc1)C(=O)Nc1ccccc1)C2 (configuration not stated)	-5	4
16	COc1ccc(NC(=O)C2CCN(c3c(C#N)cnc4ccc(C)cc34)CC2)cc1	0	-5
17	Cn1c(-c2ccccn2)nn(CCNC(=O)c2ccccc2SC(F)F)c1=O	-6	-1
18	Nc1ccc(-c2ncccc2O)cc1	1	6
19	O=[N+]([O-])c1cccc(CN2CCN(CCCc3ccccc3)CC2)c1	16	-10
20	COc1cccc2c(=O)c3ccccc3oc12	-1&-4	1&-6
21	COc1ccccc1NC(=O)C1CC(=O)N(c2ccc3oc(C)nc3c2)C1 (configuration not stated)	1	-7
22	CCS(=O)(=O)C(=CNc1ccccc1)S(=O)(=O)CC	2	3
23	Cc1cc2n(n1)CCCN2C(=O)CCC(=O)NCc1ccc(OC(C)C)cc1	-2	-5
24	NC(=O)c1cccc(NC(=O)c2ccoc2)c1	-15	-4
25	CC1CCN(c2nccc(C(=O)N3CCN(C4CCCCC4)CC3)n2)CC1	18	-7
26	CCN1C(=O)c2ccccc2Oc2ccc(C(=O)NCC3CCCO3)cc21 (configuration not stated)	1	-5
27	CCN(Cc1ccccc1)C(=O)CSC1=Nc2ccccc2C2=NC(c3ccccc3)C(=O)N12 (configuration not stated)	36	3
28	NC(=O)C1CCN(CCS(=O)(=O)c2ccc(Cl)cc2)CC1	·	-5
29	CC(C)(C)C1CCC(=O)N(CCSc2ccccc2)CC1 (configuration not stated)	-11	-9
30	COc1ccc(-c2nc(-c3cccc(-c4ccn[nH]4)c3)no2)cc1F	-8	2
31	O=C(C1CCCCC1)N(Cc1ccc(Br)cc1)c1ccc(F)cc1	·	-3
32	O=[N+]([O-])c1ccc(C2SCCN2S(=O)(=O)c2ccc(I)cc2)cc1 (configuration not stated)	5	2
33	CCCN1CCCc2cc(CCNC(=O)C(=O)Nc3cccc(SC)c3)ccc21	65*	-2
34	CC1(C)OC(=O)N(CCc2cccs2)C1(C)O (configuration not stated)	-1	·
35	COc1ccc(C(CC(=O)c2ccccc2)SC(=O)c2ccccc2)cc1 (configuration not stated)	·	1&-2
36	Cc1c(NC(=O)c2ccco2)cccc1-c1nc2cc(Cl)ccc2o1	17	-5
37	O=C1C(c2c(O)[nH]c3ccccc23)=Nc2ccccc21	·	-7
38	COc1cccc(NC(=O)CN2C(=O)c3ccc([N+](=O)[O-])cc3C2=O)c1	2	13
39	COc1nccnc1N1CCC(NC(=O)c2ccsc2)C1 (configuration not stated)	5	1
40	COc1ccc(C(=O)N2CCN=C2SC)cc1OC	2	-9
41	CCN1C(=O)Cc2ccccc2C1C(=O)NCc1ccccc1OC (configuration not stated)	1	0
42	Cc1ccc(S(=O)(=O)N2CCC(=O)N([C@H](COCc3ccc(Cl)cc3)C(C)C)CC2)cc1	2	-2
43	O=[N+]([O-])c1cc(C(F)(F)F)ccc1Sc1nnnn1-c1ccccc1	4	13
44	COCCN1C(=O)Cc2ccccc2C1C(=O)NCc1cccc(F)c1 (configuration not stated)	-9	-4
45	O=C(/C=C/c1ccccc1)N1CCN(C2=NS(=O)(=O)c3ccccc32)CC1	6	-2
46	CCCCC(=O)Nc1nnc(C2CC(=O)N(c3ccc(F)cc3)C2)o1 (configuration not stated)	7	0
47	COc1cc(OC)cc(C(=O)Nc2cc(-c3nc4ncccc4o3)ccc2Cl)c1	-4	-6
48	O=S(=O)(NC1CCCCC1Sc1ncccn1)c1ccc(Cl)cc1 (configuration not stated)	-2&-2	-1&-6
49	FC(F)(F)c1cc(-c2noc(-c3ccc4c(c3)CCO4)n2)cc(C(F)(F)F)c1	·	-4
50	CCn1cc(Cl)c(C(=O)N2CC(C)C(c3nc(-c4cccnc4)no3)C2)n1 (configuration not stated)	0	-12
51	Cc1cccn2cc(C(=O)NCc3cc(F)ccc3F)nc12	-5	0
52	O=C(CCn1ccc(=O)[nH]c1=O)N1CCC(COCc2ccccc2)CC1	-4	3
53	COc1ccc(C(=O)CSc2n[nH]c(-c3ccco3)n2)cc1C	0	3
54	CCCCN(CCCNC(=O)CC(C(=O)N1CCc2ccccc21)n1ccnc1)c1ccccc1 (configuration not stated)	77*	-6
55	O=C(NCc1ccccc1)C1CCc2nc(N3CCOCC3)ncc2C1 (configuration not stated)	1	-16
56	COc1ccc2oc(=Nc3cccc(C(F)(F)F)c3)c(C(N)=O)cc2c1	4	-3
57	Cc1ccc(CNC(=O)c2ccc3c(c2)N(C)C2CCCCN2C3=O)cc1 (configuration not stated)	-10	-1
58	COc1ccc(C2SC(NC(C)=O)=NN2C(C)=O)cc1OC (configuration not stated)	-3	-7
59	CCOc1ccccc1Oc1coc2cc(OC(=O)c3ccc4c(c3)OCO4)ccc2c1=O	-1	-13
60	Cc1ccccc1NC(=O)N1CCC(c2nc(CCNC(=O)C3CC3)cs2)CC1	5	4

Later entries
no.	compound	mHTT CaM bind	Pf apPOL block
61	COc1ccc(-c2c(C)c3ccc(OC(=O)C(C)(C)C)cc3oc2=O)cc1OC	0	-10
62	CCC(C)(C)OCC(O)CN1CCCC(C)C1 (configuration not stated)	-7	-8
63	CC1CCN(c2nccnc2Oc2ccc(C(=O)NCc3ccco3)cc2)CC1	-5	-55
64	COc1ccc(OC)c(CN2CCCC(C(=O)NN)C2)c1 (configuration not stated)	3	3
65	CCC1CN(C(=O)NCc2ccc(F)cc2)c2cc(Cl)ccc2O1 (configuration not stated)	-12	-2
66	COc1ccc(CC(=O)Nc2c3c(nn2-c2cccc(Cl)c2)CS(=O)C3)cc1 (configuration not stated)	-1	-1
67	O=C(Nc1cc(C(F)(F)F)ccc1Cl)c1ccccc1Br	-16	-1
68	O=C(NCc1ccc(F)cc1)C1CCN(c2nc3cccnc3s2)CC1	-9	-8
69	O=C(NC1(O)C(=O)c2ccccc2C1=O)c1cnn(-c2ccccc2)c1C(F)(F)F	·	0
70	Cc1cccc(C2=N/C(=C\C(Cl)=C\c3ccccc3)C(=O)O2)c1	28	19
71	NC(=O)C1CCN(C(=O)CN(Cc2ccccc2)S(=O)(=O)c2ccc(F)cc2)CC1	-2	0
72	O=C1/C(=C/c2ccco2)CC2CC1C/C(=C\c1ccco1)C2=O	47	2
73	CCOC(=O)N1CCN(C2CC(=O)N(c3ccc(I)cc3)C2=O)CC1 (configuration not stated)	4	-3
74	CCn1c(CNC(=O)C2CCC2)nc2c1CN(S(=O)(=O)c1ccc(F)cc1)CC2	6	-5
75	COc1ccc(N(C)C(=O)c2nc(-c3cccc(F)c3)n3c2CCCCC3)c(OC)c1	18	3
76	COc1ccccc1C1=NOC(C(=O)Nc2c(C)n(C)n(-c3ccccc3)c2=O)C1 (configuration not stated)	-2	-7
77	CCOc1ccc(C2C3=C(CC(C)(C)CC3=O)Nc3ccc4ncccc4c32)cc1 (configuration not stated)	20	6
78	Cc1ccc(NC(=O)Cn2cccc2-c2nnc(C3CC3)o2)cc1F	-8	0
79	O=C(CN1C(=O)/C(=C/c2ccc(Cl)cc2)Sc2ccccc21)NCCN1CCCC1	24	4
80	Cc1cnc(C(=O)NCc2ccccn2)cn1	-10	-23
81	O=C(Nc1cc([N+](=O)[O-])cc2oc(-c3ccccc3)cc12)c1ccccc1F	8	0
82	O=C(Nc1ccc(Br)cc1)C1C(c2ccccc2)=C1c1ccccc1	-2	-3
83	O=C(c1cc2c(s1)CCCC2)N1CCc2c(nc3cc(-c4ccccc4)[nH]n3c2=O)C1	7	4
84	O=C(NCc1cccnc1)C1CCc2sc(C(=O)N3CCCCCC3)cc2C1 (configuration not stated)	-5	-5
85	N#CC1=C(N)NC(SCC(=O)Nc2ccc(Br)cc2)=C(C#N)C12CCCCC2	83*	-8
86	O=C(NCCCN1CCOCC1)c1cc2cn(C3CC3)cc2s1	8	-2
87	COc1cccc(-c2cc3c([N+](=O)[O-])cc([N+](=O)[O-])cc3[nH]2)c1OC	-1	-11
88	CCc1cccc(C)c1-n1c(CNC(=O)c2ccc(OC)cc2)nnc1SC	5	-2
89	COc1ccccc1N=C1C(=O)Nc2ccccc21	2	-1
90	O=C(Cc1ccccc1[N+](=O)[O-])Nc1cccc2c1CCCC2	1	-3
91	Cc1ccc(C(=O)NCCSc2c[nH]c3ccccc23)cc1[N+](=O)[O-]	27	4
92	Cc1cc(C(=O)Nc2cccc(-c3nc4ccccc4s3)c2)on1	-2	54*
93	O=C1CC(c2ccccc2)CC2=C1C(c1ccc(C(F)(F)F)cc1)Nc1ccccc1N2 (configuration not stated)	86*	-2
94	CC(=O)Nc1ccc(NC2=CC(=O)CC(C)(C)C2)cc1	-1	-5
95	Cc1nc(-c2ccc(C(=O)Nc3ccccc3C)cc2)cs1	-2	8
96	O=S(=O)(Nc1ccc(F)c(Cl)c1)c1ccccc1	-16	2
97	CC(C)c1ccc(NC(=O)C(=O)NCC2(CO)CC2)cc1	-11	-19
98	O=C(Nc1ccccc1)c1c(O)c2cccnc2n(-c2ccc(F)cc2)c1=O	-5	-5
99	O=C(Nc1ccccc1-c1ccccc1)c1ccccc1[N+](=O)[O-]	5	0
100	COc1ccccc1CNC(=O)C1CCn2c(nc3ccccc32)C1 (configuration not stated)	0	-1
101	O=C(Nc1ccc(F)cc1)c1cc2cc3ccc(Cl)cc3nc2o1	3	-2
102	O=C(NCCc1csc(C2CCN(C(=O)NC3CCCC3)CC2)n1)C1CC1	5	4
103	CCC(=O)Nc1n[nH]c(Cc2ccc(Cl)cc2)n1	-4	-4
104	O=c1c2ccccc2ncn1CCCOc1ccc(Cl)c(Cl)c1	-2	2
105	Cn1c(=O)[nH]c(=O)c2c1nc(NCc1ccco1)n2CC(O)COc1ccc(Cl)cc1 (configuration not stated)	-6	2
106	CC1CCN(S(=O)(=O)c2cccc(C(=O)O)c2)CC1	-4	-3
107	CC(C)CCNC(=O)c1ccc2c(c1)NC(=O)C(N1CCOCC1)S2 (configuration not stated)	1	-14
108	CC(C)n1cc(C2=CCN(S(=O)(=O)c3ccccc3)CC2)c2cccnc21	23	-2

Screens as filed in PubChem BioAssay.
